GSIS activator: primary screen for activators of insulin secretion dependent on glucose, INS-1E cells, GLuc reporter luminescence. INS-1E GLuc reporter insulin secretion, 2-3 h. activation, % at 16.6 µM. actives 0.61% (n = 370,000). AID 743287;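 active means lowest replicate activation of at least 40%, so every replicate reaches that level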;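 further: 0% = median of neutral control wells and 100% = median of IBMX positive control wells; some compounds called inactive have numbers as strong as hits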
DENV2 CPE: protects cells from dengue virus 2 cytopathic effect. CPE inhibition, % at 9.99 µM. actives 1.7% (n = 350,000). DENV2-infected cells, cytopathic effect rescue, plate reader. AID 651640; in the data active means CPE inhibition above about 20%, passing the limit was not always enough; inconclusive means no clear call, values can overlap the other calls; tested in BHK-21 cells;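 further: 0% = median of neutral control wells and 100% = median of positive control wells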
F508del corr: CFTR F508del correction in bronchial cells | CFBE cells, YFP halide quenching; stimulated with forskolin plus potentiator P3; % fluorescence drop versus neutral controls | activity (quench increase), % at 7.58 µM | actives 0.36% (n = 350,000);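 active means mean added fluorescence quench of at least 8% versus neutral control, with both replicates also reaching 8%; inconclusive means only one of the mean or replicate conditions met; inactive means mean below 8% and not both replicates reaching 8%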;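 further: cells transiently co-express mutant CFTR-F508del with the halide-sensitive YFP; corrector assay measuring rescue of mutant channel to the surface after 24 h compound exposure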
ARNT TACC3 PPI: disruptors of human ARNT/TACC3 interaction; Q9Y6A5; AlphaScreen His-ARNT PAS-B/GST-TACC3 binding, luminescence; TACC3 fragment carries E629A point mutation; inhibition, % at 9.99 µM; actives 0.66% (n = 390,000);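 active means mean inhibition of replicates at least 50% and at least half of replicates each reaching 50%; inconclusive means half or more replicates reach 50% but mean below 50%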;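 further: 0% = complete ARNT plus TACC3 wells and 100% = ARNT alone without TACC3; many hits fall short of the cut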
ERp5 inh: inhibitors of human ERp5 | Q15084 | ERp5 insulin aggregation, absorbance 650 nm, 90 min | inhibition, % at 9.99 µM | actives 0.05% (n = 350,000);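 active means mean replicate inhibition above about 25%, with every replicate also reaching it, limit read from the data, passing the limit was not always enough; inconclusive means only one of those two criteria met; inactive means neither criterion met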
Target sequence (Q15084 whole entry, looked up): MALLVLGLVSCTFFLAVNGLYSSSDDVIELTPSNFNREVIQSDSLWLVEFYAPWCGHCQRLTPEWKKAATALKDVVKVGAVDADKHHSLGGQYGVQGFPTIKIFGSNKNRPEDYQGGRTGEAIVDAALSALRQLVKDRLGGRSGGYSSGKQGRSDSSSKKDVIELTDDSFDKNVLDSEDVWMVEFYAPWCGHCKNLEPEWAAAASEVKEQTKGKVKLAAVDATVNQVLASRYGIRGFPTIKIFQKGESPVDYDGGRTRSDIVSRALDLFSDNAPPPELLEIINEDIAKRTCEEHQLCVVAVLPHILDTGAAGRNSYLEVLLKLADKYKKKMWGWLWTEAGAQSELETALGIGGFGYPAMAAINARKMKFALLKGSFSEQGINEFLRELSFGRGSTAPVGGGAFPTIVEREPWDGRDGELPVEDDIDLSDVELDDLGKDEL
PAX8 inh HTS: inhibitors of PAX8 transcriptional activity in RMG-I cells. RMG-I TPO-luciferase reporter, SteadyGlo, 24 h. inhibition, % at 12.6 µM. actives 1.2% (n = 360,000). AID 652154;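 active means mean replicate inhibition at least 60% with every replicate also reaching 60%; inconclusive means only one of the two criteria is met; inactive means mean below 60% and not all replicates reaching 60%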;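 further: luciferase light reporting Pax8 driven TPO promoter activity; plate controls were median of neutral control wells for no effect and mitoxantrone controls for full effect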
Xi reactivation: X-chromosome reactivation activator; XiGFP mouse fibroblasts, % GFP-positive cells imaging, 3 d; cells co-treated with 5-aza-dC sensitizer; scaled so ellipticine positive control = 100%; activation, % at 7.58 µM; actives 0.055% (n = 360,000); AID 743238;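 active means mean normalized replicate activation at least 10% and every replicate at or above 10%; inconclusive means only one of the two criteria met; inactive means mean below 10% and not all replicates reach 10%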;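 further: 0% = median of on-plate neutral control wells and 100% = ellipticine 6 µM median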
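System: XiGFP fibroblasts, SV40-immortalized. Medium: DMEM plus 5-aza-dC sensitizer. Doses: single point. Timing: 3 d treatment, 15 min room-temperature fixation. Control set: ellipticine 6 µM.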
EWS-Fli inh: EWS/Fli transcriptional activity inhibition | A673 NR0B1-luciferase reporter, viability-normalised | inhibition, % at 12.6 µM | actives 0.67% (n = 350,000);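 active means mean inhibition of at least 50% after viability correction, with every replicate also passing that limit; inconclusive means mean reaches 50% but only one of two replicates passes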;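 further: firefly luciferase signal divided by Alamar Blue viability fluorescence both relative to DMSO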
* = called active by the depositor; ? = inconclusive; nt = no result given.

Start of the listing, in advance:
SMILES	GSIS activator	DENV2 CPE	F508del corr	ARNT TACC3 PPI	ERp5 inh	PAX8 inh HTS	Xi reactivation	EWS-Fli inh
CCC(CC)CN1CCN=C1N(C)C	8	-4	3.9	-5	-4	-7	0.1	-11
Cc1cc(C)cc(NC(=S)N2CCC(N(C)CC3CCCO3)CC2)c1 (configuration not stated)	-2	5	1.5	-1	2	7	-0.1	8

The list itself (from the top)
SMILES	GSIS activator	DENV2 CPE	F508del corr	ARNT TACC3 PPI	ERp5 inh	PAX8 inh HTS	Xi reactivation	EWS-Fli inh
CCC(CC)CN1CCN=C1N(C)C	8	-4	3.9	-5	-4	-7	0.1	-11
Cc1cc(C)cc(NC(=S)N2CCC(N(C)CC3CCCO3)CC2)c1 (configuration not stated)	-2	5	1.5	-1	2	7	-0.1	8
CCOc1ccc(CCNC(=O)COC(=O)Cc2c[nH]c3ccccc23)cc1OCC	-26	-2	1.2	-3	10	14	0.2	6
Cc1cc(C)nc(Nc2nc3ccccc3o2)n1	7	-2	0.7	-6	-1	-47	0.0	-32
Cc1ccc(S(=O)(=O)Nc2ccc3c(c2)CC(=O)N([C@H](C)CO)C[C@@H](C)[C@@H](CN(C)Cc2ccc(Oc4ccccc4)cc2)O3)cc1	3	38*	-0.7	15	10	-21	0.6	0
C[C@H]1CN([C@@H](C)CO)C(=O)Cc2cc(NS(=O)(=O)c3ccccc3)ccc2O[C@@H]1CN(C)S(C)(=O)=O	12	-6	-0.9	14	-6	-9	0.0	-8
Cc1cc(=O)oc2cc(OCC(=O)NCCCn3ccnc3)ccc12	9	-3	0.3	-6	-11	-9	0.0	5
C=C(C)[C@@H](O)COc1c2ccoc2cc2oc(=O)ccc12	5	-4	1.2	-1	2	-28	-0.1	-1
CCCNC(=O)c1ccc2c(c1)CCN2S(C)(=O)=O	16	-4	-0.6	0	0	1	0.0	-2
CC1CCC(NC(=O)CSc2nncs2)CC1 (configuration not stated)	-6	0	4.4	34	3	nt	0.1	-4
O=C(N/N=C\c1cccnc1)c1ccccc1O	-5	-1	-0.1	-11	3	-22	0.0	-47
COCC(=O)Nc1ccc2c(c1)OC[C@@H](C)N(CCC(F)(F)F)C[C@H](C)[C@H](OC)CN(C)C2=O	4	?	-1.1	-2	-6	0	0.2	-8
O=C(COc1ccc(S(=O)(=O)NC2CCCCC2)cc1)Nc1ccc2c(c1)OCCO2	-16	-2	1.6	3	1	3	0.3	4
C[C@H](CO)N1C[C@H](C)[C@@H](CN(C)S(=O)(=O)c2ccccc2)OCCCC[C@H](C)Oc2ccc(NC(=O)Nc3ccc(C(F)(F)F)cc3)cc2C1=O	2	?	4.7	-3	-3	70*	0.1	11
O=C(c1ccncc1)N1CC2(C1)[C@@H](c1ccccc1)[C@H](CO)N2C(=O)CC1CC1	1	4	-0.5	nt	-4	-9	0.0	6
COc1ccccc1NC(=O)N(C)C[C@H]1OCc2ccccc2-c2c(n(C)c3ccccc23)C(=O)N([C@H](C)CO)C[C@H]1C	-20	nt	0.4	nt	nt	nt	0.0	-1
CCCCCCSc1nnc(N)s1	-8	11	0.4	9	3	-1	0.0	28
Cc1ccc(-c2[nH]ncc2/C=N/n2c(COc3ccccc3C)nc3ccccc3c2=O)cc1	197*	nt	nt	-2	nt	-27	0.2	nt
O=S(=O)(N[C@@H]1CC[C@H](CCn2cc(-c3cccc(F)c3)nn2)O[C@H]1CO)c1ccc(F)cc1	-15	-1	5.4	0	-5	nt	-0.1	6
COc1ccccc1CNC(=O)Cn1ccc2cc(S(=O)(=O)N3CCCC3)ccc21	27	-2	0.5	-1	6	9	0.0	10
CCN(CC)S(=O)(=O)c1ccc(C)c(NC(=S)N2CCN(Cc3ccc4c(c3)OCO4)CC2)c1	-35	2	-0.3	2	5	32	0.0	20
Cc1ccccc1-c1ccc([C@@H]2[C@H](CO)N3CCCCN(C(=O)c4cccnc4)C[C@@H]23)cc1	-16	?	-1.1	0	4	15	0.0	3
COCCNC(=O)Cn1cc(C(=S)N2CCOCC2)c2ccccc21	-2	-4	-3.3	-2	-6	1	-0.2	3
Nc1nc(SCC(=O)NCCCN2CCOCC2)nc2sc3c(c12)CCC3	26	-3	-1.3	-7	3	nt	nt	-1
O=C(NNC(=O)c1ccc([N+](=O)[O-])cc1)c1ccc(NS(=O)(=O)c2cccs2)cc1	nt	0	-0.3	-6	0	3	0.2	2
Cc1cc(C)nc(NS(=O)(=O)c2ccc(NS(=O)(=O)c3ccc(C#N)cc3)cc2)n1	4	-10	0.1	0	4	-3	0.3	-4
CCOc1ccc(CNC(=O)CCCn2ccc3cc(S(=O)(=O)N4CCCC4)ccc32)cc1	-25	-3	-1.6	2	1	16	0.0	nt
COc1ccc(NC(=O)N2CCC3(CC2)CN(C(=O)C2CCC2)[C@H](CO)c2c3c3ccc(OC)cc3n2C)cc1	-15	-3	-2.3	nt	4	nt	0.1	3
Cc1c(Cl)cccc1NC(=O)C1=COCCO1	-2	-5	-0.9	-2	3	-45	0.1	-16
O=S(=O)(NCC(c1cccnc1)N1CCc2ccccc2C1)c1ccccc1 (configuration not stated)	10	14	2.7	0	6	-8	0.2	-1
CSc1nc2c(c(=O)[nH]1)C(c1ccccc1Cl)CC(=O)N2 (configuration not stated)	16	3	0.2	-4	-4	-2	0.0	5
Fc1ccc(/C=N/n2c(COc3ccccc3)n[nH]c2=S)cc1	-18	-2	0.7	-9	4	-10	0.0	0
COC(=O)[C@H](Cc1ccccc1)NC(=O)[C@@]1(C)C[C@@H]1[C@@H](NC(=O)OCc1ccccc1)c1ccccc1	6	-7	2.3	0	4	-4	0.5	6
O=C(CN(c1ccc(Cl)cc1)S(=O)(=O)c1ccc(Cl)c([N+](=O)[O-])c1)NCCc1ccccc1	18	nt	0.6	-3	-1	79*	0.4	22
CCCNC(=O)C[C@H]1CC[C@@H]2[C@H](COC[C@@H](O)CN2Cc2ccc(Cl)c(Cl)c2)O1	-2	-5	0.6	-2	0	-4	0.2	-8
CCOc1ccc(OCC)c(NC(=O)C2CCN(S(=O)(=O)c3c(C)[nH]c(=O)[nH]c3=O)CC2)c1	-1	-1	-1.5	-9	1	-6	0.1	1
CCN(C(=O)COC(=O)c1c(C)nsc1NC)c1ccccc1	36	15	-2.0	-3	-1	-6	0.1	0
COc1ccc(NC(=O)Nc2ccc3c(c2)[C@H]2C[C@H](CC(=O)N(C)C)O[C@@H](CO)[C@H]2O3)cc1	0	-4	-0.1	8	3	nt	0.1	-4
O=C(CC[C@H]1O[C@@H](n2ccc(=O)[nH]c2=O)[C@H](O)[C@@H]1O)N[C@H](Cc1ccccc1)C(=O)NCc1cccs1	24	-3	-0.1	nt	0	-6	0.1	0
O=C(CCNS(=O)(=O)c1cccc2nsnc12)NCc1ccccc1	18	2	2.9	nt	0	-7	0.0	-8
CCCC(=O)Nc1sc(C)c(C)c1C(=O)Nc1cccc(C)c1	-7	0	-3.0	0	-3	nt	nt	-14
Cc1ccc(S(=O)(=O)Nc2ccc3c(c2)C(=O)N([C@H](C)CO)C[C@@H](C)[C@@H](CN(C)C(=O)C2CCCCC2)OCCCC[C@H](C)O3)cc1	-40	?	4.1	-8	0	-1	0.1	4
Nc1nc(CSc2ncn(-c3ccccc3)n2)cs1	10	-2	0.6	0	-3	nt	nt	-40
CC12CCC(C/C1=N\N=C1\NC(=O)/C(=C\c3cccc(Br)c3)S1)C2(C)C (configuration not stated)	-8	nt	nt	-6	nt	17	-0.1	nt
CC(CCc1ccccc1)NC(=O)COC(=O)c1cccs1 (configuration not stated)	-4	nt	-1.0	-7	10	0	0.0	-1
C[C@H](CO)N1C[C@H](C)[C@H](CN(C)S(=O)(=O)c2ccc(Cl)cc2)Oc2ccc(NS(=O)(=O)c3cccs3)cc2CC1=O	-5	8	2.3	9	-4	-22	-0.7	5
CCN(CC)S(=O)(=O)c1ccc(N2CCOCC2)c(NS(=O)(=O)c2cccs2)c1	-6	-2	2.0	8	4	-19	0.0	1
COc1ccc(C2CC(c3ccc(C(F)(F)F)cc3)=NN2c2ccc(S(N)(=O)=O)cc2)cc1 (configuration not stated)	-1	-11	-2.4	-55	-2	-8	0.0	14
Cc1c(NC(=O)CN2C(=O)NC3(CCCCC3C)C2=O)cccc1[N+](=O)[O-] (configuration not stated)	6	-3	-2.3	-6	-1	-2	0.1	7
CCCCN(C(=O)c1cnc2n(c1=O)CCS2)c1ccccc1	10	-3	-3.6	-3	-4	4	0.0	-2

Full records, looked up by structure. Order of screens: GSIS activator, DENV2 CPE, F508del corr, ARNT TACC3 PPI, ERp5 inh, PAX8 inh HTS, Xi reactivation, EWS-Fli inh
Nc1nc(CSc2ncn(-c3ccccc3)n2)cs1 is entered as 10, -2, 0.6, 0, -3, nt, nt, -40
O=C(NNC(=O)c1ccc([N+](=O)[O-])cc1)c1ccc(NS(=O)(=O)c2cccs2)cc1 is entered as nt, 0, -0.3, -6, 0, 3, 0.2, 2
Cc1ccc(-c2[nH]ncc2/C=N/n2c(COc3ccccc3C)nc3ccccc3c2=O)cc1 is entered as 197*, nt, nt, -2, nt, -27, 0.2, nt
CCCNC(=O)C[C@H]1CC[C@@H]2[C@H](COC[C@@H](O)CN2Cc2ccc(Cl)c(Cl)c2)O1 is entered as -2, -5, 0.6, -2, 0, -4, 0.2, -8
COCC(=O)Nc1ccc2c(c1)OC[C@@H](C)N(CCC(F)(F)F)C[C@H](C)[C@H](OC)CN(C)C2=O is entered as 4, ?, -1.1, -2, -6, 0, 0.2, -8

New compounds follow
SMILES	GSIS activator	DENV2 CPE	F508del corr	ARNT TACC3 PPI	ERp5 inh	PAX8 inh HTS	Xi reactivation	EWS-Fli inh
COc1ccc(C2C(C(=O)c3ccc(C)o3)=C(O)C(=O)N2Cc2cccnc2)cc1OC (configuration not stated)	0	5	2.5	13	3	-3	0.1	nt
CCOc1ccc(NC(=S)NNc2ccnc3cc(Cl)ccc23)cc1	0	0	-0.2	-1	-6	11	-0.1	7
COCC#Cc1ccc2c(c1)O[C@@H](CN(C)Cc1cccnc1)[C@H](C)CN([C@H](C)CO)S2(=O)=O	25	-2	nt	2	1	7	-1.6	-2
Cc1cc(N2CCOCC2)n2cc(-c3ccccc3)nc2n1	12	0	-0.6	11	-1	-24	0.4	0
O=c1c2c(nc3n1CCCCC3)sc1c(O)c(Br)ccc12	4	-1	-1.1	6	3	nt	nt	7
CN(C)Cc1cc(C(C)(C)c2ccccc2)ccc1O	nt	10	-1.0	6	3	-5	0.3	0
CN1CCN(CCC(=O)N/N=C/C=C2\N(C)c3ccccc3C2(C)C)CC1	-15	-8	0.7	13	5	1	0.0	-2
N#C[C@H]1[C@@H](c2ccccc2-c2ccccc2)[C@@H](CO)N1C(=O)NC1CCCC1	-4	-9	1.4	nt	5	-1	0.1	9
CC(C)Cn1cnc2c(SCCc3ccccc3)nc(N)nc21	nt	-4	3.5	-1	-2	-44	0.1	-71
Cc1cc2oc(=O)cc(-c3cc4ccccc4o3)c2cc1O	17	-4	0.4	-3	11	-16	-0.1	-13
CCOc1ccc(N(CC(=O)N2CCCC2)S(=O)(=O)c2c(C)noc2C)cc1	-8	-4	4.5	-6	-8	-3	-0.2	-7
COCC(=O)N1CC2(CN(Cc3ccccc3Cl)C2)c2c([nH]c3cc(OC)ccc23)[C@@H]1CO	-8	2	2.0	nt	nt	nt	0.1	7

Screens deposited in PubChem by Broad Institute.
